M17LAP inhibition: P. falciparum M17LAP inhibitors, primary screen, biochemical, fluorogenic H-Leu-NHMec substrate, 1536-well (AID 1619); 0.38% of 220,000 active; Leucine aminopeptidase (Plasmodium falciparum (isolate 3D7)); inhibition, % at 30 µM; hits with a dose series show IC50 in µM; recombinant M17LAP, H-Leu-NHMec fluorogenic kinetic assay; higher % means a stronger effect;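 active = compound inhibiting the enzyme by more than half at any dose during confirmatory dose-response retesting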;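 note: plate controls were full reaction with DMSO carrier for no effect and no enzyme background for full effect; strong numbers were not always called active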
Siah-1 displacement: Siah-1 peptide-binding antagonists, primary screen, biochemical, fluorescence polarization, rhodamine-plectin, uHTS (AID 1817); 0.02% of 290,000 active; Siah-1 / rhodamine-plectin peptide fluorescence polarization; higher % means a stronger effect; displacement, % at 20 µM, or IC50 in µM where a hit was titrated; E3 ubiquitin-protein ligase SIAH1 (Homo sapiens);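 active = displacement of at least 50% at 20 µM, with a fluorescence ratio check between 0.3 and a set limit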;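 note: plate controls were Siah plus tracer with DMSO for no effect and tracer alone without Siah for full effect; strong numbers were not always called active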
XIAP displacement: XIAP antagonists, biochemical, IAP family, fluorescence polarization (AID 1018). E3 ubiquitin-protein ligase XIAP (Homo sapiens). XIAP BIR domain, fluorescence polarization peptide displacement; higher % means a stronger effect. one-dose displacement, % at 20 µM; IC50 in µM for titrated hits. 0.007% of 200,000 active; in the data active = displacement above about 50%; note: a part of the inactive calls stands beside numbers as strong as those of hits
PhoP inhibition: inhibitors of PhoP regulon expression, primary screen, Salmonella Typhimurium, GFP reporter (AID 1863); S. Typhimurium PhoP-regulated promoter GFP reporter, 4 h; higher % means a stronger effect; inhibition, % at 50 µM, or IC50 in µM where a hit was titrated; 0.16% of 300,000 active;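 active = inhibition over 29.93%, a cutoff 3 SD above the screen mean, later confirmed by dose response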;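 note: 0% = low Mg2+ inducing control and 100% = high Mg2+ repressing control; strong numbers were not always called active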
PMI inhibition: human PMI inhibitors, high substrate, primary screen, biochemical, fluorescence intensity, high mannose 6-phosphate (AID 1220) | Mannose-6-phosphate isomerase (Homo sapiens) | 0.66% of 190,000 active | inhibition, % at 20 µM; hits with a dose series show IC50 in µM | recombinant PMI enzyme, coupled fluorescence intensity; higher % means a stronger effect; in the data active = inhibition above about 50%
ER stress rescue: rescue of cells from ER stress-induced death, primary screen, 384-well, CSM14.1, thapsigargin, ATP luminescence (AID 1222); CSM14.1 thapsigargin-induced death rescue, ATP luminescence; higher % means a stronger effect; cellular ATP content (survival), % at 20 µM, or EC50 in µM where a hit was titrated; 190,000 tested, under 10 active;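 active = EC50 below 50 µM in the dose-response confirmation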;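 note: death triggered by thapsigargin at about 15 µM added after 2 h compound pretreatment; cell ATP read after overnight thapsigargin exposure of roughly 18 to 22 hours; normalized against plate controls of thapsigargin alone and 5% DMSO vehicle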
Yfh1-off respiration: enhancers of respiration in Yfh1-depleted yeast, dose response, Friedreich's ataxia, plus single-dose screen (AID 1465). S. cerevisiae Yfh1-off respiration, WST-1 reduction, 72 h; higher fold induction means a stronger effect. fold induction at 50 µM, or EC50 in µM where a hit was titrated. 0.074% of 220,000 active;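 active = fold induction of absorbance versus untreated yeast above a set limit, then at least 30% activation at any dose in follow-up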;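 note: activators that raise dye reduction in frataxin-depleted yeast; strong numbers were not always called active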
West Nile virus CPE: West Nile virus antiviral activity, cell-based, CPE readout (AID 1621); West Nile virus-infected cells, CPE inhibition; higher % means a stronger effect; CPE inhibition, % at 10 µM; hits with a dose series show IC50 in µM; 0.02% of 290,000 active; in the data active = a potency from the dose series; note: strong numbers were not always called active
P. falciparum M1AAP: P. falciparum M1AAP inhibitors, biochemical, fluorogenic H-Leu-NHMec substrate, 1536-well (AID 1445). recombinant M1AAP, H-Leu-NHMec fluorogenic kinetic assay; higher % means a stronger effect. inhibition, % at 30 µM; hits with a dose series show IC50 in µM. 0.42% of 220,000 active. Aminopeptidase N (Plasmodium falciparum (isolate 3D7));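 active = primary inhibition above the hit cutoff, then over 50% inhibition at one or more dose response concentrations, cut at about 23% in these data, passing the limit was not always enough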;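 note: plate controls were DMSO full reaction for no effect and no enzyme background for full effect; strong numbers were not always called active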
* = called active by the depositor; i = inactive; · = not tested or not shown.

SMILES | M17LAP inhibition | Siah-1 displacement | XIAP displacement | PhoP inhibition | PMI inhibition | ER stress rescue | Yfh1-off respiration | West Nile virus CPE | P. falciparum M1AAP
C/C(=N\Nc1nc(N2CCCCCC2)nc(N2CCCCCC2)n1)c1ccccc1 | -7% | 3% | -2.0% | -4% | -14% | -1.4% | i | -0.7% | 9%
Cc1cc(C)c2c(N=NN3CCCCC3)[nH]nc2n1 | 15% | 2% | -4.1% | 11% | -65% | -4.5% | i | -0.1% | 7%
O=C(NNc1cc(C(F)(F)F)nc2ccccc12)Nc1cccc(Cl)c1 | -7% | 1% | · | -2% | · | · | i | 0.5% | 3%
O=C(CS(=O)CC(=O)N(c1ccccc1)C(C(=O)NC1CCCCC1)c1ccco1)Nc1ccc(F)cc1 (stereo unspecified) | 12% | 15% | -2.0% | -11% | 0% | 1.2% | i | -0.8% | 5%
C1CCN=C(Nc2nn[nH]n2)CC1 | 2% | 10% | -1.2% | 1% | -16% | 7.7% | i | -0.3% | 3%
COC(=O)COc1cccc2c(=O)n(CC(=O)NCCc3ccccc3)ccc12 | 5% | 0% | -12% | -7% | 0% | -2.4% | i | 0.1% | 7%
CCOC(=O)C(=O)Nc1nnc(SCc2ccc(F)cc2)s1 | 29% | 1% | -3.1% | -9% | -8% | 1.3% | i | 1.1% | 2%
COc1ccccc1Cn1c(CO)nc2ccccc21 | 1% | 4% | · | 2% | · | · | i | -0.1% | -10%
O=c1c2[nH]c3ccccc3c2ncn1CCN1CCCCC1 | -5% | 1% | -14% | 6% | -6% | 2.7% | i | -0.2% | 8%
Cc1ccc(NC(=O)Cc2ccc([N+](=O)[O-])cc2)c(Br)c1 | 2% | 5% | 3.0% | 8% | 1% | -3.5% | i | -0.8% | 2%
Cc1nc(-c2ccccc2)[nH]c(=O)c1Oc1ccc(Cl)cc1Cl | 15% | 15% | · | -12% | · | · | i | -0.6% | 3%
O=C(CCN1C(=O)/C(=C/c2ccccc2)SC1=S)NNC(=O)c1ccncc1 | 6% | 5% | 3.0% | 1% | -1% | 1.0% | i | 0.0% | 8%
Clc1cc2c(nn1)Nc1ccccc1S2 | 1% | 5% | · | -12% | · | · | i | -0.2% | -1%
Cc1ccc(S(=O)(=O)N2CCC(=O)N(C(COCc3cccc(C)c3)Cc3ccccc3)CC2)cc1 (stereo unspecified) | 2% | i | -7.9% | 2% | 5% | -0.4% | i | -0.7% | 2%
CC(C(=O)NC(C)(C)C)N(C(=O)CS(=O)CC(=O)Nc1ccc(F)cc1)c1ccccc1F (stereo unspecified) | 3% | 2% | 1.2% | -1% | -2% | 1.5% | i | -0.4% | 4%
S=C(NCCc1ccccc1)Nc1ccccn1 | -10% | 4% | 0.4% | -2% | 11% | -1.0% | i | -0.5% | 2%
CN(C)C(CNC(=O)c1cc(S(=O)(=O)N(C)c2ccccc2)ccc1Cl)c1ccccc1 (stereo unspecified) | 1% | 8% | · | -1% | · | · | i | -0.6% | 1%
CN(C)C(=O)c1nnc(Cc2ccc(Cl)cc2)o1 | -1% | 4% | -2.2% | 8% | 0% | -3.3% | · | · | 5%
Cc1ccc(S(=O)(=O)N2CC(O)CC2C(=O)NCc2ccc3c(c2)OCO3)cc1 (stereo unspecified) | -4% | 1% | -6.1% | -3% | 3% | -0.8% | i | -0.6% | 2%
COc1ccc(C(O)c2nccc3cc(OC)c(OC)cc23)cc1OC (stereo unspecified) | 2% | -2% | -3.5% | -11% | 44% | -2.0% | i | -1.0% | 6%

Sorted by molar mass (ascending): some entries from above
SMILES | M17LAP inhibition | Siah-1 displacement | XIAP displacement | PhoP inhibition | PMI inhibition | ER stress rescue | Yfh1-off respiration | West Nile virus CPE | P. falciparum M1AAP
Clc1cc2c(nn1)Nc1ccccc1S2 | 1% | 5% | · | -12% | · | · | i | -0.2% | -1%
CC(C(=O)NC(C)(C)C)N(C(=O)CS(=O)CC(=O)Nc1ccc(F)cc1)c1ccccc1F (stereo unspecified) | 3% | 2% | 1.2% | -1% | -2% | 1.5% | i | -0.4% | 4%
Cc1ccc(S(=O)(=O)N2CCC(=O)N(C(COCc3cccc(C)c3)Cc3ccccc3)CC2)cc1 (stereo unspecified) | 2% | i | -7.9% | 2% | 5% | -0.4% | i | -0.7% | 2%

Additional structures.
SMILES | M17LAP inhibition | Siah-1 displacement | XIAP displacement | PhoP inhibition | PMI inhibition | ER stress rescue | Yfh1-off respiration | West Nile virus CPE | P. falciparum M1AAP
O=C(CSCc1ccc(Br)cc1)N=Nc1c(O)[nH]c2ccccc12 | 3% | 0% | -4.7% | 8% | 1% | 0.0% | i | -0.6% | 9%
O=S(=O)(CCc1nc2ccccc2s1)c1ccc(Cl)cc1 | -3% | 1% | -4.5% | 1% | 7% | -1.0% | i | -0.8% | 3%
CC(C)N1CN=C(Nc2nc3ccccc3o2)NC1 | 2% | 2% | -7.7% | 3% | -2% | · | i | 0.7% | 3%
CCOc1cccc(NC(=O)c2ccc(S(=O)(=O)N(C)C)cc2)c1 | -10% | 3% | -1.1% | -3% | 5% | -1.1% | i | 0.4% | -1%
COc1ccc(C2(NC(C)=O)CCN(C(=O)c3ccco3)CC2)cc1 | -10% | 2% | -4.3% | -8% | 0% | -1.9% | · | · | 7%
CCn1c(C(=O)Nc2ccsc2C(=O)OC)cc2sc(Cl)cc21 | -10% | 6% | -5.8% | 0% | 18% | 0.7% | i | 0.2% | 4%
COc1ccc(Br)c2c1C(=O)CC2 | -4% | 8% | · | 8% | · | · | i | 0.0% | 5%
O=C(NCC1CCCO1)C(c1ccc(N2CCOCC2)cc1)N(C(=O)Cn1nnc2ccccc21)c1ccccc1F (stereo unspecified) | 11% | 10% | -6.5% | -10% | 0% | 0.7% | i | 0.3% | 3%
COC(=O)c1cn(C(=O)/C=C/c2ccc(OC)c(OC)c2)c2ccccc12 | 0% | 2% | -1.1% | 0% | 7% | -1.6% | i | 0.3% | -1%
O=S(=O)(c1ccccc1)c1ccccc1/C=N\O | 1% | -6% | -2.9% | -3% | 0% | -0.9% | i | -0.1% | 11%

One compound at a time, as listed above. Screens in order: M17LAP inhibition, Siah-1 displacement, XIAP displacement, PhoP inhibition, PMI inhibition, ER stress rescue, Yfh1-off respiration, West Nile virus CPE, P. falciparum M1AAP
O=S(=O)(c1ccccc1)c1ccccc1/C=N\O across the screens: 1%, -6%, -2.9%, -3%, 0%, -0.9%, i, -0.1%, 11%
COc1ccc(C2(NC(C)=O)CCN(C(=O)c3ccco3)CC2)cc1 across the screens: -10%, 2%, -4.3%, -8%, 0%, -1.9%, ·, ·, 7%
O=C(NCC1CCCO1)C(c1ccc(N2CCOCC2)cc1)N(C(=O)Cn1nnc2ccccc21)c1ccccc1F (stereo unspecified) across the screens: 11%, 10%, -6.5%, -10%, 0%, 0.7%, i, 0.3%, 3%
O=S(=O)(CCc1nc2ccccc2s1)c1ccc(Cl)cc1 across the screens: -3%, 1%, -4.5%, 1%, 7%, -1.0%, i, -0.8%, 3%

(further entries)
SMILES | M17LAP inhibition | Siah-1 displacement | XIAP displacement | PhoP inhibition | PMI inhibition | ER stress rescue | Yfh1-off respiration | West Nile virus CPE | P. falciparum M1AAP
CCCCCCc1cc2cc(-c3nnc(-c4ccccc4OC)o3)c(=O)oc2cc1O | -3% | 28% | -14% | 0% | 4% | 1.0% | i | -1.0% | 3%
O=C(CN(CC1CCCO1)C(=O)CNS(=O)(=O)c1ccc(Cl)cc1)NCC1CCCO1 (stereo unspecified) | -13% | 2% | 2.1% | 4% | -2% | -3.5% | i | -0.8% | -4%
CC(/C=N\NC(=O)Cn1cncn1)=C/c1ccc(C(C)C)cc1 | -12% | 0% | · | -5% | · | · | i | 0.2% | 1%
CCOC(=O)c1sc2nc3n(c(=O)c2c1C)CCC3 | 6% | 7% | -4.0% | -16% | -3% | 6.2% | i | -0.1% | 9%
CC(C)NC(=O)COC(=O)c1ccc(S(=O)(=O)N2CCCC2)cc1 | -2% | -3% | 0.1% | -6% | -20% | 1.5% | i | 0.4% | 3%
CN(Cc1c(F)cccc1Cl)C(=O)C1CC(=O)N(CCc2ccccc2)C1 (stereo unspecified) | 10% | 1% | -9.4% | 7% | 8% | -2.9% | i | 0.6% | 5%
CSCCC(N=C(NS(=O)(=O)c1ccccc1)c1ccccc1)C(=O)O (stereo unspecified) | -5% | -1% | · | -6% | · | · | i | 0.1% | 5%
CCC(C)c1ccc(NC(=O)C2CCN(c3ccc(C(F)(F)F)cn3)CC2)cc1 (stereo unspecified) | -1% | 12% | -4.9% | -5% | 6% | 0.0% | i | -0.9% | 2%
Cc1ccccc1/C=N/NC(=O)Cn1cnc([N+](=O)[O-])n1 | 0% | -3% | -7.6% | -6% | 0% | 2.1% | i | 0.5% | 1%
COc1cc(OC)cc(C(=O)NC(C(=O)O)C23CC4CC(CC(C4)C2)C3)c1 (stereo unspecified) | 24% | 5% | -2.2% | -3% | -5% | -1.1% | i | 0.4% | 4%
Cc1sc2ncn(C(C)C(=O)OC3CCCCC3)c(=O)c2c1C (stereo unspecified) | -5% | 3% | -3.5% | 13% | -5% | -0.9% | i | 0.0% | -8%
CCc1ccc(NC(=O)CN(N=Nc2nonc2C)c2nonc2C)cc1 | 3% | -3% | -10% | -5% | 10% | -2.3% | i | -1.5% | 8%
COc1cc(C(=O)OCc2ccc([N+](=O)[O-])cc2)cc(OC)c1OC | -6% | 2% | -5.6% | -6% | -103% | -1.5% | i | 0.6% | 1%
CS(=O)(=O)N1CCN(c2nc3ccccc3s2)CC1 | -1% | 0% | -5.5% | -4% | 0% | 0.7% | i | 0.1% | 4%
COc1ccc(-c2nnc(-c3cc4c(ccc5ccccc54)oc3=O)o2)cc1 | -12% | 2% | -25% | -9% | -2% | -1.7% | i | -0.7% | 2%
Cc1cn(C2C=CC(CO)O2)c(=O)[nH]c1=O (stereo unspecified) | -8% | 6% | -5.1% | 1% | 6% | -1.9% | i | -0.3% | 1%
CN(CC(=O)Nc1cccc2c1CCCC2)S(=O)(=O)c1ccc(Cl)cc1 | 0% | 1% | -1.2% | 3% | -4% | -1.6% | i | -0.7% | 2%
CCN(C(=O)Nc1ccccc1OC)c1c(N)n(Cc2ccccc2)c(=O)[nH]c1=O | -5% | -2% | 0.0% | 3% | -2% | -3.7% | i | 0.6% | 11%
Nc1c(-c2ccccc2)cnc2ncnn12 | -3% | 4% | -2.4% | 13% | 6% | -0.4% | i | 1.0% | -3%
Cc1cc(F)ccc1NC(=O)C1CCCO1 (stereo unspecified) | 1% | 4% | -1.4% | -3% | 3% | -1.0% | i | 0.6% | -2%
O=C(COC(=O)c1c2c(nc3ccccc13)CCCC2)Nc1ccc2c(c1)OCO2 | 8% | -5% | -2.1% | -5% | 12% | 1.9% | i | 0.1% | 3%

From PubChem
